# Screens from PubChem BioAssay.
# All columns: NCI-60 one-dose screen, growth in % after 48 h at 10 µM unless noted; 100 = growth as untreated, 0 = no growth, -100 = all killed.
# SK-MEL-5: SK-MEL-5 melanoma; actives 6.4% (n = 80,000)
# T-47D: T-47D breast cancer; actives 5% (n = 79,000); AID 1794792
# BT-549: BT-549 breast cancer | actives 4.4% (n = 78,000)
# SK-MEL-2: SK-MEL-2 melanoma | actives 4.7% (n = 77,000)
# HS 578T: HS 578T breast cancer | actives 4.1% (n = 78,000) | AID 1794788
# MDA-MB-435: MDA-MB-435 melanoma. AID 1794794. actives 7.8% (n = 82,000)
# LOX IMVI: LOX IMVI melanoma; actives 7.4% (n = 79,000)
# SK-MEL-28: SK-MEL-28 melanoma; AID 1794761; actives 4.1% (n = 81,000)
# * hit, by the source's call; x = no result given; & = joins results of further samples. How the source made its calls: active means growth percent below 10; inactive means the rest.
SMILES,SK-MEL-5,T-47D,BT-549,SK-MEL-2,HS 578T,MDA-MB-435,LOX IMVI,SK-MEL-28
O=C(/C=C/C(=O)Nc1ccc(-n2nnc3cc(Cl)c(Cl)cc32)cc1)Nc1ccc(N2N=NC3C=C(Cl)C(Cl)=CC32)cc1 (centres undefined),104,39,83,87,107,98,96,98
Cc1c(/C=C2\CSc3ccc(Cl)cc3C2=O)c(=O)n(-c2ccccc2)n1C,96,93,103,110,93,111,87,186
COc1cc(/C=C2/SC(=S)NC2=O)ccc1OCc1cn(-c2ccc(S(=O)(=O)Nc3nccs3)cc2)nn1,101,96,102,118,100,106,100,100
CCOC(=O)CCC(NC(=O)OCc1ccccc1)C(=O)NC(CCC(=O)OCC)C(=O)NNC(=O)OC(C)(C)C (centres undefined),101,90,103,94,105,105,95,113
N#Cc1c(-c2ccccc2)cc(-c2ccccc2)n(Cc2ccc(C(=O)O)cc2)c1=O,94,104,100,102,93,103,100,103
COc1ccc(C(=O)Cn2c(C(=O)c3ccccc3)nc3ccccc32)cc1,-1.1*,38,52,64,-7.3*,-43*,44,94
CCOC(=O)c1cc(C(=O)OC)n2c1ccc1c3ccccc3ccc12,100,97,100,104,82,99,91,103
Cc1ccc(-c2cc(-c3cccc(Nc4ccnc5cc(Cl)ccc45)c3)nc3nc(N)[nH]c(=O)c23)cc1,99,35,86,88,104,100,93,110
Nc1ncnc2c1cnn2-c1ccc(Cl)cc1,90,95,95,107,66,113,103,105
N#C/C(=C\c1ccc2c(c1)OCO2)c1ccccc1,55,61,65,76,x,-1.5*,78,88
COc1ccc(-n2c(=O)sc3c(=O)[nH]c(C)nc32)c(OC)c1,103,86,98,105,97,106,102,105
O=C(CSc1nc2c(n1Nc1ccccc1)-c1ccccc1SC2)Nc1nccs1,101,98,127,102,94,103,97,112
COc1ccc(C(=O)CSc2nccc(Nc3ccc(S(=O)(=O)Nc4nccs4)cc3)n2)cc1,96,78,x,103,92,103,96,106
O=C1NC(c2ccc(C(F)(F)F)cc2)N=C2C(c3ccc(Cl)cc3)=NOC12 (centres undefined),99,95,99,103,102,109,79,119
Clc1cnc(NCCc2ccncc2)nc1-n1cnc2ccccc21,101,83,104,102,84,101,72,121
CC(C)C[C@@H]1N[C@@]2(C(=O)Nc3ccccc32)[C@@H](c2ccc(F)cc2)[C@@H]1C(=O)c1ccc(O)cc1,94,77,113,102,85,102,92,103
COc1cc(-c2nc(-c3ccccc3)[nH]c2-c2ccnc(NCCCNS(=O)(=O)c3ccc(C)cc3)n2)ccc1F,84,57,119,104,107,69,83,101
CN1CCN(C(=O)[C@@]2(C)CC[C@]3(C)CC[C@]4(C)C(=CC[C@@H]5[C@@]6(C)C/C(=C/c7cccnc7)C(=O)C(C)(C)[C@@H]6CC[C@]54C)[C@@H]3C2)CC1,68,x,78,83,76,74,78,78
O=C(Cc1ccc(Nc2ccnc(C(F)(F)F)c2)cc1)Nc1ccccc1O,72,54,92,102,95,114,88,110
CCN(CC)c1cc(N)c(Cc2c(N)cc(N(CC)CC)cc2Cl)c(Cl)c1,-28*,x,25,42,56,39,38,53
CCCCC/C=N/Nc1nc(C)cc(=O)[nH]1,104,103,109,121,101,96,94,102
Clc1cccc(-c2nc(-c3cccs3)no2)c1,90,67,111,116,136,111,93,115
O=C(Nc1ccc(Cl)c(Cl)c1)Nc1ccc([N+](=O)[O-])cn1,91,84,91,105,85,102,104,85
O=C1c2ccccc2C(=O)c2c1ccc1[nH]c(CNCc3ccc(C(F)(F)F)cc3)nc21,98,97,111,106,91,94,96,115
O=C(COc1ccc(/C=C2/C(=O)Nc3ccc(Cl)cc32)cc1)Nc1cccc(Cl)c1,99,89,116,116,95,95,103,95

# Molecules listed so far with an aryl thioether with sulfur outside any ring (two):
SMILES,SK-MEL-5,T-47D,BT-549,SK-MEL-2,HS 578T,MDA-MB-435,LOX IMVI,SK-MEL-28
O=C(CSc1nc2c(n1Nc1ccccc1)-c1ccccc1SC2)Nc1nccs1,101,98,127,102,94,103,97,112
COc1ccc(C(=O)CSc2nccc(Nc3ccc(S(=O)(=O)Nc4nccs4)cc3)n2)cc1,96,78,x,103,92,103,96,106

# Whole records, quoted from the list.
# Profile of O=C(COc1ccc(/C=C2/C(=O)Nc3ccc(Cl)cc32)cc1)Nc1cccc(Cl)c1 : SK-MEL-5 = 99; T-47D = 89; BT-549 = 116; SK-MEL-2 = 116; HS 578T = 95; MDA-MB-435 = 95; LOX IMVI = 103; SK-MEL-28 = 95
# Profile of CN1CCN(C(=O)[C@@]2(C)CC[C@]3(C)CC[C@]4(C)C(=CC[C@@H]5[C@@]6(C)C/C(=C/c7cccnc7)C(=O)C(C)(C)[C@@H]6CC[C@]54C)[C@@H]3C2)CC1 : SK-MEL-5 = 68; T-47D = x; BT-549 = 78; SK-MEL-2 = 83; HS 578T = 76; MDA-MB-435 = 74; LOX IMVI = 78; SK-MEL-28 = 78

# (continued)
SMILES,SK-MEL-5,T-47D,BT-549,SK-MEL-2,HS 578T,MDA-MB-435,LOX IMVI,SK-MEL-28
CS(=O)(=O)Nc1ccc(-n2cnc3cc(-c4ccc(O)cc4)ccc32)cc1,93,87,95,101,95,101,104,118
COc1ccc(-c2csc(/N=C3\C(=O)Nc4ccc(C)cc43)n2)cc1,94,95,92,83,99,109,98,110
Cn1c(=O)cc(OCC(=O)N/N=C/c2ccc(Cl)cc2)c2ccccc21,102,105,99,112,117,102,103,110
C/C(=N\Nc1nc(C)cs1)c1nnn(-c2ccc([N+](=O)[O-])cc2)c1C,99,102,115,101,102,105,100,108
CCOC(=O)C(Cc1ccc(O)c([N+](=O)[O-])c1)N1C(=O)c2ccccc2C1=O (centres undefined),104,109,118,129,109,108,79,113
O=C1/C(=C/c2cccc(OCc3ccc(Cl)cc3)c2)N=C2OCCCN12,92,80,95,108,109,97,93,95
COc1ccc(-c2ccc(-c3ccc(C(=N)N)cc3)s2)cc1Cl,88,43,94,101,45,-65*,-77*,102
O=[N+]([O-])c1ccc(/C=C/c2ccc([N+](=O)[O-])cc2)cc1,97,115,103,118,x,98,88,111
CC1CCN(Cc2cn(CC(=O)Nc3ccc4c(ccn4Cc4ccccc4)c3)nn2)CC1,86,69,81,96,92,96,95,96
N/C(=N\S(=O)(=O)c1cccc(Br)c1)Nc1nc2ccccc2s1,96,87,101,94,101,111,95,108
CC1(C)CC[C@]23CC[C@]4(C)[C@H](CC[C@@H]5[C@@]6(C)C/C(=C/c7ccncc7)C(=O)C(C)(C)[C@@H]6CC[C@]54C)[C@H]2[C@H]1OC3,79,42,99,81,85,67,73,76
C=C1C(=O)O[C@H]2[C@H]1CC/C(CNC(=O)CCc1ccc(OC)cc1)=C\CC[C@@]1(C)O[C@@H]21,93,41,43,74,86,14,70,59
COC1NC(Cl)=C(C#N)C(C#N)(C#N)C1(C)C (centres undefined),111,112,97,99,104,124,99,124
Cc1ccccc1Nc1nnc(-c2c[nH]c3ccccc23)o1,-17*,40,18,-11*,-2.1*,-47*,29,61
Cc1ccc(C2=Nc3ccc(Cl)cc3C3=NCN=NN23)cc1,96,77,101,103,95,88,94,105
Cn1cc(NC(=O)CCl)c(=O)n(C)c1=O,84,109,143,105,125,107,65,103
CN(C)/C=C1\CC2C(=O)N(/C(=C/N(C)C)c3ccncc3)C(N(C)C)N2C1=O (centres undefined),100,94,100,97,96,101,96,106
NC1=NC2(NN1)C(=O)Nc1ccccc12 (centres undefined),94,97,107,109,99,104,117,113
COc1cccc(CNCc2cccc(OC)c2O)c1O,99,87,106,107,96,103,96,92
N#Cc1c(NCc2ccccc2)oc(-c2ccccc2)c1-c1ccccc1,76,85,95,91,93,109,87,105
COc1ccc(C2C(C(=O)Nc3cccc(C(F)(F)F)c3)=C(C)NC3=C2C(=O)CC(C)(C)C3)cc1 (centres undefined),81,68,97,100,52,81,83,89
O=C1NCCCC1(c1ccccc1)c1ccccc1,100,101,100,x,110,104,102,106
COc1ccc(-c2csc(NNc3nc(-c4ccc(F)cc4)c(C#N)c(N4CCOCC4)n3)n2)cc1,97,98,105,94,89,107,99,109
N#Cc1c(Oc2ccc(Cl)cc2)[nH]n(C2=Nc3ccccc3Sc3ccccc32)c1=O,x,94,122,100,x,110,114,111
COC(=O)/C=C1/SC(N2N=C(c3cccs3)CC2c2ccc(OC)cc2)=NC1=O (centres undefined),86,70,80,93,91,74,65,86

# (list continues)
SMILES,SK-MEL-5,T-47D,BT-549,SK-MEL-2,HS 578T,MDA-MB-435,LOX IMVI,SK-MEL-28
CC(=O)c1ccc(NC(=O)N2CCN(c3cc4c(cc3F)c(=O)c(C(=O)O)cn4C3CC3)CC2)cc1,101,101,99,106,97,105,94,103
CC(C)CC(=O)Oc1ccc(/C=C/c2cc(OC(=O)CC(C)C)cc(OC(=O)CC(C)C)c2)cc1,99,96,84,101,98,97,92,104
CCn1c2c(c3ccccc31)CC1CN(C3CCCCC3)C(=O)C1C2C(=O)O (centres undefined),100,105,100,91,115,101,91,102
NC(=O)CNc1cccc(Br)c1,100,99,117,100,101,x,107,117
COc1ccc([C@H]2c3[nH]c4ccccc4c3C[C@H]3C(=O)N(CCCCCCC(=O)NO)CC(=O)N23)cc1OC,101,79,103,99,86,97,87,97
CCCCCSc1nnc(-c2c(C)nc3ccc(Br)cn23)o1,80,89,99,108,81,109,89,96
CC1Cc2c(Cl)ncnc2N2CCc3cccc1c32 (centres undefined),95,80,103,95,69,104,103,114
CC1=C(C)CC(C(=O)c2ccc(Cl)cc2)C(C(=O)c2ccc(Cl)cc2)C1 (centres undefined),95,x,87,84,89,98,92,106
O=C1c2ccccc2N=C(NO)[C@@H]2CCCN12,107,93,98,92,100,106,99,105
Cc1c(C(=O)C(SC(=S)N2CCN(c3ccccc3)CC2)SC(=S)N2CCN(c3ccccc3)CC2)nnn1-c1ccc(Cl)cc1,100,103,104,111,98,100,97,99
N#Cc1ncnc2nc[nH]c12,104,104,103,115,133,105,108,117
Brc1ccc2c3c(cccc13)CC2,99,98,108,136,100,101,90,109
O=C1N=C(N2CCOCC2)S/C1=C\c1cn(-c2ccccc2)nc1-c1ccccc1,66,62,54,82,57,65,76,72
CC(/C=C/c1ccccc1)=N/NC(=O)c1ccncc1,100,99,105,106,100,106,100,118
O=C1/C(=C/c2ccccc2[N+](=O)[O-])COc2ccc(O)c(O)c21,x,12,21,3.3*,-0.4*,-62*,-73*,-14*
CC(C)NCC(O)COc1cccc2ccccc12 (centres undefined),102&96,101&91,82,110&97,92,100&95,100&89,108&105
O=C(CSC1CCc2ccccc21)N/N=C/c1ccccc1O (centres undefined),48,40,69,x,85,72,40,57
CCCCCC(N)=O,102,98,101,120,108,108,103,98
Cc1cn(CCC(=O)NO)c(=O)[nH]c1=O,104,97,100,112,105,101,97,99
COc1ccc(-c2nnc(SCC(=O)Nc3ccc(C(=O)/C=C/c4ccc(Cl)cc4)cc3)n2-c2ccccc2)cc1,92,88,85,100,97,105,103,101
CCOC(=O)CSc1ncnc2c1c(-c1ccccc1)cn2-c1ccc(C)cc1,99,79,83,101,101,109,93,100
O=C1c2ccccc2C(=O)N1CN1CCN(c2cc(=O)[nH]c3ccc(F)cc23)CC1,100,92,103,102,83,104,92,109
Cc1ccc(OCc2ccccc2Cl)cc1,105,105,90,105,120,109,104,109
Cc1ccc2[nH]c(=O)c(C3C4=C(CC(C)(C)CC4=O)Nc4nc(N)nc(N)c43)cc2c1 (centres undefined),92,88,104,82,98,105,105,100
CCCCC(=O)N(c1ccc(Nc2c3ccccc3nc3cc([N+](=O)[O-])ccc23)cc1)S(C)(=O)=O,69,15,86,109,88,97,52,105

# Molecules shown so far containing a COOH group, in the order listed:
SMILES,SK-MEL-5,T-47D,BT-549,SK-MEL-2,HS 578T,MDA-MB-435,LOX IMVI,SK-MEL-28
N#Cc1c(-c2ccccc2)cc(-c2ccccc2)n(Cc2ccc(C(=O)O)cc2)c1=O,94,104,100,102,93,103,100,103
CC(=O)c1ccc(NC(=O)N2CCN(c3cc4c(cc3F)c(=O)c(C(=O)O)cn4C3CC3)CC2)cc1,101,101,99,106,97,105,94,103
CCn1c2c(c3ccccc31)CC1CN(C3CCCCC3)C(=O)C1C2C(=O)O (centres undefined),100,105,100,91,115,101,91,102

# Following part
SMILES,SK-MEL-5,T-47D,BT-549,SK-MEL-2,HS 578T,MDA-MB-435,LOX IMVI,SK-MEL-28
Cc1ccc(C(=O)O)cc1[N+](=O)[O-],104,106,94,109,92,112,103,108
Cc1ccccc1NC(=O)C(C)C,x,88,109,104,112,105,107,115
c1n[nH]cc1-c1nc2ccc3[nH]ncc3c2c2c1CC1(CCOCC1)CC2,29,14,11,24,5.3*,29,29,27
COc1ccc(Cn2cc(CNC(=O)c3cccnc3Nc3ccc(OC)cc3)nn2)cc1,101,98,88,103,94,99,96,110
COc1cc2oc(-c3cccc(NC(=O)[C@H](CC(N)=O)NC(=O)OC(C)(C)C)c3)cc(=O)c2c(OC)c1OC,88,66,83,103,83,97,82,94
CC(C)(C)Nc1c(-c2c(O)c3ccccc3oc2=O)nc2ccc(Cl)cn12,102,110,110,109,106,102,96,x
CN(C)c1ccc(/C=C2\Cc3c(F)ccc(Br)c3C2=O)cc1,96,54,117,108,92,93,x,97
COc1ccccc1Nc1nnc(-c2ccc(Cl)cc2)o1,38,32,57,34,65,-5.9*,52,64
O=C(CCN1CCC2CCC(C2)C1)c1ccc(C(F)(F)F)cc1 (centres undefined),109,92,97,109,x,104,100,116
NC(=S)c1ccc(Br)cc1,105,96,105,104,112,103,93,101
CC(C)(O)c1ccccc1,101,x,138,99,103,112,101,105
O=C1Nc2ccc(Cl)cc2/C1=C/c1ccc(OCc2ccccn2)cc1,90,69,79,111,15,77,56,100
COc1ccc(C(=O)Cn2cc(CN3CCN(c4cc5c(cc4F)c(=O)c(C(=O)O)cn5C4CC4)CC3)nn2)cc1OC,99,103,105,108,100,106,80,101
